EP2 mod: modulators of human EP2 prostaglandin E2 receptor. EP2-expressing cells, cAMP HTRF FRET, PGE2 co-stimulation. P43116. AID 940. actives 0.83% (n = 260,000). induction, % at 25 µM;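 active means compounds whose cAMP rise, as percent of the full-agonist control response, exceeds 60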;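 further: rat C6 glioma line stably carrying human EP2 under a CMV promoter; the protocol text gives 20 µM as final concentration; 100% = response of wells given 1 µM PGE2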
Target sequence (P43116 whole entry, looked up): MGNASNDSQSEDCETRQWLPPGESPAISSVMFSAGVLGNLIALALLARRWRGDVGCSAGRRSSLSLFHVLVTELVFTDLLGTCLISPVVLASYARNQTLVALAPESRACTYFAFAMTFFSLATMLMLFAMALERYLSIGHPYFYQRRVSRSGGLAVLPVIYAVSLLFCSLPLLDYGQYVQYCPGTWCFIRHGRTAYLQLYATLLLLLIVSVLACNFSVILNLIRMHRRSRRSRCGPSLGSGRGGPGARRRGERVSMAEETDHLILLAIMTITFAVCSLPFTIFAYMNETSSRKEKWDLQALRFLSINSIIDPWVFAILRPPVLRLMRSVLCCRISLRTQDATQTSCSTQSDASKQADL
eIF4E 4G PPI: inhibitors of eIF4E and eIF4G interaction in translation initiation. P63073+Q04637. TR-FRET eIF4E-eIF4GI(517-606) binding, 2 h. inhibition, % at 21.7 µM. actives 0.37% (n = 220,000);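 active means inhibition above about 30%, limit read from the data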;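 further: 0% = full FRET control wells and 100% = background wells lacking eIF4GI fragment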
L929 necroptosis: L929 zVAD cell death inhibition; actives 0.38% (n = 220,000); viability rescue, % at 10 µM; L929 zVAD necroptosis rescue, ATP luminescence, 24 h; with zVAD 60 µM;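 active means activation, scaled between plate controls, above about 75%, limit read from the data; inactive means activation under that limit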;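 further: 0% = zVAD with DMSO and 100% = DMSO alone without zVAD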
Hck Nef HTS: inhibitors of human Hck kinase activated by Nef; P08631; Recombinant Hck-YEEI plus Nef, Z-Lyte FRET kinase assay; inhibition, % at 20 µM; actives 0.68% (n = 220,000); AID 463187;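 active means Hck-Nef kinase inhibition above about 50%, limit read from the data; inactive means inhibition below that limit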;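 further: 0% = DMSO with Hck plus Nef and 100% = Hck alone without Nef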
m-calpain inh: calpain II (pig) inhibition; purified calpain II, fluorogenic peptide substrate, 30 min; inhibition, % at 16 µM; actives 0.37% (n = 220,000);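 active means inhibition above about 50%, limit read from the data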
Rad51 HR inh: blocks human Rad51 in homologous recombination | actives 0.085% (n = 200,000) | hRad51 DNA strand exchange, fluorescence dequenching | Q06609 | inhibition, % at 10 µM;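 active means inhibition above 40% at the single screening dose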;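 further: 0% = DMSO control wells and 100% = blanks with heterologous ssDNA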
Target sequence (Q06609 whole entry, looked up): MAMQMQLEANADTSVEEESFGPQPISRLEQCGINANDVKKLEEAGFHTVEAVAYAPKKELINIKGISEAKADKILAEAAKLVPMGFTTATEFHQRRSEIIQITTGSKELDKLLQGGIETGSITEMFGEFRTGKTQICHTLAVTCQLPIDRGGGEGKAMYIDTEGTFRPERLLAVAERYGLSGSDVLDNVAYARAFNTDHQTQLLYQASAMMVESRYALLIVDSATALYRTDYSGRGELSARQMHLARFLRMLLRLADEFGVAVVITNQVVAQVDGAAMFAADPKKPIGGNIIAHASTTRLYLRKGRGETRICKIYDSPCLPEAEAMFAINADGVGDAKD
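Test system: preformed human Rad51 ssDNA filaments; also added: Donor/quencher-labelled 47-bp dsDNA substrate; doses: 10 µM final, single point; times: 37 °C 15-min filament assembly, 30-min compound preincubation, 15-min exchange; detection: FRET fluorescence dequenching, excitation 485 nm, emission 520 nm; read-out basis: Fluorescence-based percent inhibition, control- and blank-normalised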
14-3-3 Bad PPI: disrupts binding of bovine 14-3-3 zeta to phospho-Bad peptide; inhibition, % at 21.7 µM; actives 0.71% (n = 220,000); TR-FRET 14-3-3zeta/Dy647-pBad peptide displacement, 1 h; AID 781;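 active means inhibition above about 70%, limit read from the data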;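 further: 0% = full 14-3-3 plus peptide FRET controls and 100% = background without 14-3-3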
Target sequence (P63103 whole entry, looked up): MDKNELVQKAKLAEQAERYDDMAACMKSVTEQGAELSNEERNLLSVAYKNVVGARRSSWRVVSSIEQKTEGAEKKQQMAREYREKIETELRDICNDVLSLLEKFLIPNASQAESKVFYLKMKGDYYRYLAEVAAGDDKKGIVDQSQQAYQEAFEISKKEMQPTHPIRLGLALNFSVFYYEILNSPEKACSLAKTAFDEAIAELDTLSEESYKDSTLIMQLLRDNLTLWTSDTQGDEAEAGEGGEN
PGE2 EP2 inh: inhibitors of human EP2 prostaglandin E2 receptor. actives 0.52% (n = 260,000). AID 1422. P43116. inhibition, % at 25 µM. C6 glioma cells expressing human EP2, cAMP TR-FRET; cells stimulated with saturating PGE2;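 active means percent inhibition above 40 after rounding to a whole number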;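 further: rat C6 glioma host cells with rolipram phosphodiesterase inhibitor present; the protocol text gives 20 µM as final concentration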
TbHK1 inh: T. brucei hexokinase 1 inhibition | recombinant TbHK1, G6PDH-coupled NADH A340 | actives 0.11% (n = 220,000) | AID 1430 | inhibition, % at 10 µM;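 active means inhibition of 50% or more in the single-dose primary screen; inactive means inhibition below 50%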
The depositor's hits bear a star; i = inactive; · = no result given; & = joins results of further samples; [ ] = remark or other dose. Only part of the results is shown. The share of hits here may be higher or lower than overall.

compound	EP2 mod	eIF4E 4G PPI	L929 necroptosis	Hck Nef HTS	m-calpain inh	Rad51 HR inh	14-3-3 Bad PPI	PGE2 EP2 inh	TbHK1 inh
O=C(CN1C(=O)C2C3C=CC(C3)C2C1=O)N1CC(=O)N(CCc2ccccc2)C(=O)C1 (stereo not given)	9.6	-5.0[fluorescence artefact?]	1.1	0.6	-27.5	-1.6	-0.3[fluorescence artefact?]	14.1	-2.6
O=C(O)C1C2C=CC(C2)C1C(=O)NCCc1ccncc1 (stereo not given)	5.6	-3.6	0.1	0.4	-37.0	1.1	19.5	3.1	12.8
CCCCC(Sc1nc(N)c(NC(=O)c2ccc(OCC)cc2)c(=O)[nH]1)C(=O)O (stereo not given)	38.2	-4.3	2.0	-4.5	7.3	4.8	-10.1	5.8	1.1
COc1cc2nc(COc3ccccc3[N+](=O)[O-])oc(=O)c2cc1OC	1.9	1.5	·	1.6	-109.0	·	7.4	6.8	-1.5
Cc1ccc(OCC(=O)n2cnnc2N)c(C)c1	10.7	-7.8[fluorescence artefact?]	0.0	1.4	-2.5	10.5	5.2[fluorescence artefact?]	3.7	3.4
O=C(CSc1ncn[nH]1)c1ccc2c(c1)OCCO2	2.5	6.0	-0.2	7.4	11.8	-5.4	54.9	6.6	-11.1
C=Cn1nc(C)c2ccccc2c1=O	-6.2	-3.9	0.0	1.6	43.5	-7.0	-7.8	15.1	-8.4
CC1(C)CC(NC(=O)COc2ccc3ccccc3c2)CC(C)(C)N1	-39.0	-8.7	-0.2	-0.2	24.2	-6.1	-18.0	15.0	8.7
O=C(COc1ccc(F)cc1)N1CCC(c2ccccc2)C1 (stereo not given)	0.9	-2.3	0.3	-5.0	23.6	-6.0	1.3	5.2	-1.0
Cc1ccc(OCCCCNC(C)(C)C)c([N+](=O)[O-])c1	6.0	-3.0[fluorescence artefact?]	-0.3	0.5	-8.6	4.9	3.8	4.5	-3.7
CC(C)(C)Nc1nc(Oc2ccc(=O)[nH]n2)nc(N2CCOCC2)n1	4.0	-6.2	1.1	9.4	-3.1	2.4	-6.1	8.9	-3.5
CC(O)c1cccc(NC2=CC(=O)CC(C)(C)C2)c1 (stereo not given)	0.3	-1.6	0.6	-0.1	22.6	-1.7	-15.5	8.2	-10.0
CN1C(=O)C(CC(=O)Nc2ccc(F)cc2)N(Cc2cccs2)C1=S (stereo not given)	-11.7	-0.9	0.7	-2.8	8.7	25.3	-1.1	18.8	-0.8
COc1cc(Cl)nn(-c2ccccc2)c1=O	-3.3	20.6	0.0	2.7	-6.5	-19.1	9.2[fluorescence artefact?]	6.3	-3.2
N#Cc1ccccc1Sc1ccccc1C(=O)Nc1ccc2ccccc2c1	-9.2	-1.0	9.8	0.2	7.2	4.3	10.9	7.4	-5.5
CCSc1nnc(NC(=O)COc2ccccc2[N+](=O)[O-])s1	-1.2	2.7	1.4	-1.0	-4.3	-14.6	-8.1	3.5	-3.3
CCCNC(=O)Cn1c(=O)/c(=C\c2ccc(-c3ccc([N+](=O)[O-])cc3)o2)s/c1=C\C(=O)C(C)(C)C	2.6	-7.0	3.3	4.2	-17.7	i	-17.3	11.5	11.0
COc1ccccc1C(c1nnnn1Cc1ccccc1)N1CCN(c2nc3ccccc3s2)CC1 (stereo not given)	4.2	2.7	0.2	-2.4	-45.7	-7.3	35.4	6.3	-9.4
COCCCNC(=S)N/N=C/c1ccc(O)cc1O	-24.5	-4.3	0.0	15.6	-17.4	-2.6	-7.9	4.7	-63.9
CCCC(C)C(=O)Nc1ccc(Cl)cn1 (stereo not given)	-1.2	-6.2[fluorescence artefact?]	0.9	-0.5	1.9	-3.8	-2.0	11.1	2.4
COc1ccc(C(=O)Nc2ccccc2C(=O)O)cc1Cl	24.6	-29.5	1.2	0.3	19.9	0.7	13.0[fluorescence artefact?]	3.5	43.1
CN(C)S(=O)(=O)c1ccc2c(c1)nc(CCC(=O)NCC1CCCCC1)n2C	-5.0	-2.9[fluorescence artefact?]	0.1	-0.2	-16.5	3.5	-7.5[fluorescence artefact?]	3.1	3.1
COC(=O)c1ccc(CSc2ncnc3sc(C)c(C)c23)o1	8.1	0.5[fluorescence artefact?]	0.2	-3.9	-10.2	11.8	-5.5	14.9	-2.8
CN1CCN(S(=O)(=O)c2cccc(C(=O)Nc3ccccc3N3CCOCC3)c2)CC1	8.2	-0.3	4.4	24.1	-22.3	-4.5	-3.1	9.0	-4.6
C[N+]1(CCCCCCC(=O)/C=N/O)CCCCCC1	10.1	2.2	0.1	-1.2	28.2	-0.1	0.2[fluorescence artefact?]	11.9	-2.7
COc1ccc(C(=O)NCc2ccccc2)cc1Br	-12.1	16.4	-0.1	1.2	12.5	-5.3	7.7	11.1	-7.8
O=S1(=O)c2cccc3cccc(c23)N1Cc1ccc(-c2nnco2)cc1	-23.1	-0.7	-0.2	0.2	-169.6	-3.2	-12.1	13.6	-9.5
Brc1ccc(-c2nc3ccccc3s2)s1	-45.6	-67.0[fluorescence artefact?]	0.2	0.9	-64.2	-0.4	-32.3[fluorescence artefact?]	123.7*	-1.8
O=C(Nc1cc(C(F)(F)F)ccc1Cl)C(=O)N1CCCCC1	-2.3	-1.9	1.0	1.5	-14.2	-3.7	-2.4[fluorescence artefact?]	5.7	-5.0
CC(C)(C)C(=O)NC(=S)N1CCOCC1	50.5	5.3[fluorescence artefact?]	-0.3	5.9	-7.7	1.6	-13.2	8.6	32.7
CC(C)(C)c1ccc(S(=O)(=O)CC(O)CSc2nc3c(cc2C#N)CCCC3)cc1 (stereo not given)	26.2	-3.5	0.4	0.3	21.8	·	7.4	·	4.6
COC(=O)Cn1nc(-c2ccc(C)cc2)c2ccccc2c1=O	27.4	-5.2	0.6	20.2	-45.6	4.3	-17.4	7.1	-1.2
COc1ccc2[nH]c(=O)c(CN(Cc3ccco3)Cc3nnnn3Cc3ccccc3)cc2c1	-11.8&-21.7	-0.9	0.6	1.0	-40.0	4.9	-3.4	8.8&12.2	-4.3
Cc1ccc(-n2cc(CN3CCNC(=O)CC3)c(-c3cccc(C)c3)n2)cc1	-11.4	-0.6	30.1	20.1	-70.3	2.6	-1.9	8.9	-9.3
Cc1ccc(-c2nnc(NCc3nc4ccccc4[nH]3)c3ccccc23)cc1S(=O)(=O)N1CCCCC1	12.3	-12.4	0.6	2.4	-88.9	-2.2	-4.8	6.1	-3.9
N#Cc1ccsc1NC(=O)CN1CCN(c2ccc(O)cc2)CC1	5.5	13.8[fluorescence artefact?]	0.3	4.0	-72.2	-3.6	-6.3[fluorescence artefact?]	6.8	-5.7
Cc1cccc(N2CCN(C(=O)C3CCCN(S(=O)(=O)c4cnc[nH]4)C3)CC2C)c1 (stereo not given)	-6.4	-0.7	0.4	11.8	13.6	8.4	-4.8	-0.1	-0.1
CC1CC(=O)N(c2ccc(N(C)Cc3ccccc3)c([N+](=O)[O-])c2)C1=O (stereo not given)	-14.0	0.9	1.0	-4.9	8.4	20.7	-6.6	8.8	0.5
CC(=O)N1CN(C2CC(C)(C)NC(C)(C)C2)Cc2c1sc1c2CCCC1	-5.0	2.5	0.8	3.8	-8.4	12.7	-8.6	4.8	-3.4
O=C(Nc1nc(-c2ccccc2)cs1)c1ccc(Br)o1	-9.7	-3.7	3.8	0.9	1.8	2.1	9.4	21.1	-14.3
Cc1ccc(CN2CCN(/N=C\C(Br)=C\c3ccccc3)CC2)cc1	-26.1	-2.5	0.1	3.8	12.1	-5.3	-16.4	4.5	-7.5
Cc1nc(CSc2nsc(C)c2C#N)cs1	5.8	3.1	4.3	24.2	-20.4	7.4	-7.3	15.1	5.7
COc1ccc(C2=NOC(C(=O)NC3CCCCC3)C2)cc1OC (stereo not given)	-11.7	2.8	·	-6.8	19.8	-0.9	3.9	3.7	-5.3
Cc1nnsc1C(=O)N1CCN(c2ccc(F)cc2)CC1	-12.2	-3.1	-0.5	25.4	-15.7	3.4	-1.3	5.7	0.3
Cc1ccc(S(=O)(=O)N2CCCCC2)c(C)c1NS(C)(=O)=O	-14.3	3.0	0.6	-3.2	21.8	·	-0.8	6.0	9.3
Cc1ccc(Nc2ncnc(N)n2)cc1C	-2.0	0.6	47.1	27.0	-6.7	7.1	-1.2	6.5	-3.8
CCOC(=O)C1CC=C(Cl)CC1C(=O)Nc1nccs1 (stereo not given)	-1.6	5.3	-0.9	14.1	4.7	3.1	4.9	12.5	-1.3
CSc1ncc(C(=O)O)n1-c1ccc(F)cc1	-5.0	-2.5	0.3	2.1	20.5	0.0	-9.5	5.6	30.9
Cc1cccc(N2C(=O)CC(N(O)c3ccccc3)C2=O)c1 (stereo not given)	-16.0	-4.6	1.6	-0.3	-19.7	-9.7	-4.8	3.8	-1.4
Cc1cc(-c2c(C)[nH]n(-c3ccccc3)c2=O)n[nH]1	6.8	1.6	0.5	-2.9	-10.8	4.0	-14.4	4.4	-1.0
CC(C)(C)NC(=O)C(c1ccccn1)N(C(=O)C1CSC(=O)C1)c1ccc(F)cc1 (stereo not given)	17.5&25.0	-2.8	-0.3	1.2	-17.1	3.0	-15.3	14.5&7.6	-1.1
COC(=O)c1nc2ccccn2c1F	14.4	0.7	5.8	25.4	4.3	-54.8	-7.7	4.6	-5.0
Nn1c(Cc2ccccc2F)nnc1SCC(=O)Nc1cccc(S(=O)(=O)NC2=NCCCCC2)c1	12.8	-0.3	2.5	10.5	-4.5	-3.0	-10.5	0.3	0.2
C[C@@H]1C=C(C(=O)N2CCN(C)CC2)O[C@H](OCc2ccc(CO)cc2)C1	-5.7	-0.8	-0.4	6.5	8.8	-1.1	-7.6	6.2	0.2
Nc1ccc(C(=O)N(CCO)CCO)cc1	14.8	1.4	0.1	17.8	1.9	7.9	-7.0	3.2	-1.1
Cc1cc(/C=N/NC(=O)CC2(C)OCCO2)c(C)n1-c1cc(Cl)cc(Cl)c1	-8.9	1.2	-0.2	8.8	12.0	12.6	-4.7	5.0	-6.1

Carrying on.
compound	EP2 mod	eIF4E 4G PPI	L929 necroptosis	Hck Nef HTS	m-calpain inh	Rad51 HR inh	14-3-3 Bad PPI	PGE2 EP2 inh	TbHK1 inh
Fc1ccccc1CSc1nncn1NCc1cccs1	-4.9	1.2	-0.5	8.6	-18.6	-0.7	-11.2	5.2	1.2
COC(=O)C1[C@H]2C(=O)N(Cc3cccs3)C[C@]23C=C[C@H]1O3 (stereo not given in full)	13.7	4.0	-0.4	0.2	14.2	-0.7	-1.5	8.8	-1.1
COc1ccc(C2(CNC(=O)c3cccc([N+](=O)[O-])c3)CCOCC2)cc1	-1.0	-3.2	0.6	6.3	11.1	9.6	-2.0	3.0	4.0
Cn1c(SCC(=O)Nc2ccc(Br)cc2F)nnc1-c1ccco1	-27.6&-6.6	0.7	-0.3	19.8	-6.4	4.6	-9.3	12.5&11.0	2.8
c1ccc2c(c1)OCc1cn[nH]c1-2	-27.7	50.7*	32.9	15.7	-13.3	8.8	1.6	4.3	10.8
O=C(Nc1ccc(F)c(Cl)c1)C1CC(=O)n2c(nc3ccccc32)N1 (stereo not given)	-52.3	-0.7	2.1	22.9	-21.1	0.2	-3.7	2.1	6.2
COc1cccc(NC(=O)C2C3C=CC(O3)C2C(=O)NCc2cccnc2)c1 (stereo not given)	13.1	1.5	-0.5	0.0	-14.3	-2.6	6.0	1.1	8.3
